# NCI-60 one-dose screen, 48 h, at 10 µM unless noted. Numbers give growth in % (100 = growth as untreated, 0 = no growth, -100 = all killed).
# BT-549: BT-549 breast cancer | 4.4% of 78,000 active
# T-47D: T-47D breast cancer; 5% of 79,000 active
# SK-MEL-28: SK-MEL-28 melanoma; 4.1% of 81,000 active; AID 1794761
# SK-MEL-5: SK-MEL-5 melanoma. 6.4% of 80,000 active. AID 1794755
# MDA-MB-435: MDA-MB-435 melanoma. 7.8% of 82,000 active
# HS 578T: HS 578T breast cancer. 4.1% of 78,000 active. AID 1794788
# LOX IMVI: LOX IMVI melanoma; 7.4% of 79,000 active; AID 1794757
# SK-MEL-2: SK-MEL-2 melanoma. AID 1794763. 4.7% of 77,000 active
# The depositor's hits bear a star; . = no result given; & = joins results of further samples; [ ] = dose if it differs, or a comment. How the source made its calls: active means growth percent below 10; inactive means the rest.
molecule	SK-MEL-5	HS 578T	T-47D	MDA-MB-435	SK-MEL-2	BT-549	LOX IMVI	SK-MEL-28
COc1ccc(-c2nc(N=Nc3c(O)[nH]c4ccc(Br)cc34)nc(N3CCOCC3)c2C#N)cc1	102	96	90	105	103	93	98	107
CCN(C(=O)N(CC)c1ccccc1)c1ccccc1	106&101	104&92	109&94	97&110	110&96	107&91	105&97	111&102
COC(=O)c1nc(=S)[nH]c(C(=O)OC)c1C(=O)c1ccc(O)cc1O	105	110	107	113	110	114	99	122
COc1ccc(/C(=C\c2cc(OC)c(OC)c(OC)c2)C(=O)Nc2nc3ccc(N)cc3s2)cc1	95	94	78	91	80	88	88	99
Cc1ccc(N(C(=O)C2CCCCN2)C(C(=O)NC(C)(C)C)c2ccc(Cl)cc2)cc1 (centres undefined)	106	112	94	109	105	99	110	99
CSCC[C@@H]1NC(=O)Nc2nc3ccccn3c2C1=O	103	85	87	97	91	94	98	97
C=CCC#CCN1CCC[C@H]1C(=O)NCC(=O)OC	99	111	99	97	102	111	98	109
COC1OC(CO)C2OC(C)(C)OC12 (centres undefined)	102	97	101	96	108	101	96	102
c1cc(OCCN2CCCC2)ccc1CNc1ccc2nc(CCC3CCCCC3)[nH]c2c1	-97*	44	-11*	-51*	36	82	-79*	-85*
CCOC(=O)CC1CSC(N/N=C/c2ccccc2F)=N1 (centres undefined)	102	108	94	105	94	96	96	104
COC(=O)C(c1ccccc1)(c1ccccc1)c1ccccc1	106	122	95	108	111	.	90	126
O=[N+]([O-])c1cccc2ccc(N/N=C/c3ccccc3O)nc12	91&88	99&84	78&38	106&101	75&149	103&69	91&84	109&134
CCOC(=O)c1cc(C(=O)c2ccc(OC)c(OC)c2)n2c1ccc1c3ccccc3ccc12	100	84	98	.	101	85	96	102
Nc1nc(-c2cc3c(cc2Cl)NC(=O)/C3=C/c2ccc(O)cc2)cs1	61	86	46	76	79	88	66	92
C#CCOc1ccc2ncnc(N3CCC(NC(=O)CCl)CC3)c2c1	75[8.25 µM]	47[8.25 µM]	71[8.25 µM]	68[8.25 µM]	70[8.25 µM]	64[8.25 µM]	78[8.25 µM]	77[8.25 µM]
COc1ccccc1-n1c(-c2sc(NC(C)=O)nc2C)n[nH]c1=S	105	121	106	105	106	94	98	117
COc1ccc(Nc2nc(-c3cc(O)c(C)c(C)c3O)cs2)cc1	82	77	40	7.8*	95	79	61	99
COc1cc(-c2c(C#N)c(-c3cccs3)nc3c2c(-c2ccccc2)nn3-c2ccccc2)ccc1O	95	79	57	75	81	101	.	96
c1coc(-c2nc3ccccc3s2)c1	103	.	93	103	98	100	77	118
O=C(Cn1cc(CSc2nc3ccccc3o2)nn1)Nc1cccc(Cl)c1	100	97	89	98	102	104	96	105
NS(=O)(=O)c1ccc(NC(=O)Nc2nnc(-c3ccc(Cl)cc3)s2)cc1	105	102	95	105	109	113	103	125
C#C[C@]1(O)CC[C@H]2[C@@H]3CC=C4c5nc(Nc6ccccn6)sc5CC[C@]4(C)[C@H]3CC[C@@]21C	-82*	-17*	10	-32*	-30*	-28*	-68*	-68*
CC[N+](C)(C)N	95	108	103	109	108	105	91	95
CC(=O)OCC(=O)[C@@]1(O)CC[C@H]2[C@@H]3CCC4=CC(=O)CC[C@]4(C)[C@@]3(Cl)[C@@H](O)C[C@@]21C	92	112	102	92	108	107	92	111
COC(=O)Cn1c2c(c3c(OC)cccc31)C(=O)c1ccccc1-2	102	97	90	112	109	103	92	97

# Another view of 6 compounds above.
# Value order: SK-MEL-5, HS 578T, T-47D, MDA-MB-435, SK-MEL-2, BT-549, LOX IMVI, SK-MEL-28
c1cc(OCCN2CCCC2)ccc1CNc1ccc2nc(CCC3CCCCC3)[nH]c2c1
    -97*, 44, -11*, -51*, 36, 82, -79*, -85*
CCOC(=O)CC1CSC(N/N=C/c2ccccc2F)=N1 (centres undefined)
    102, 108, 94, 105, 94, 96, 96, 104
COC(=O)C(c1ccccc1)(c1ccccc1)c1ccccc1
    106, 122, 95, 108, 111, ., 90, 126
O=[N+]([O-])c1cccc2ccc(N/N=C/c3ccccc3O)nc12
    91&88, 99&84, 78&38, 106&101, 75&149, 103&69, 91&84, 109&134
CCOC(=O)c1cc(C(=O)c2ccc(OC)c(OC)c2)n2c1ccc1c3ccccc3ccc12
    100, 84, 98, ., 101, 85, 96, 102
Nc1nc(-c2cc3c(cc2Cl)NC(=O)/C3=C/c2ccc(O)cc2)cs1
    61, 86, 46, 76, 79, 88, 66, 92

# Grouped by structure: those above containing two or more sulfur atoms
molecule	SK-MEL-5	HS 578T	T-47D	MDA-MB-435	SK-MEL-2	BT-549	LOX IMVI	SK-MEL-28
COc1ccccc1-n1c(-c2sc(NC(C)=O)nc2C)n[nH]c1=S	105	121	106	105	106	94	98	117
NS(=O)(=O)c1ccc(NC(=O)Nc2nnc(-c3ccc(Cl)cc3)s2)cc1	105	102	95	105	109	113	103	125

# More structures follow.
molecule	SK-MEL-5	HS 578T	T-47D	MDA-MB-435	SK-MEL-2	BT-549	LOX IMVI	SK-MEL-28
CCCCOC(=O)c1ccccc1	103	125	107	110	.	.	103	109
CN(C)CC1C(=O)O[C@H]2[C@H]1CC/C(COC(=O)c1cc3ccccc3[nH]1)=C\CC[C@@]1(C)O[C@@H]21 (some centres undefined)	-99*	-4.0*	-77*	-38*	-55*	-52*	-93*	-59*
Nc1nc(-c2ccccc2)nc2nonc12	104	104	94	107	108	108	109	112
CCCCC(CCCCCC(CCCC)NCc1ccc2c(c1)OCO2)NCc1ccc2c(c1)OCO2 (centres undefined)	-100*	-68*	-77*	-82*	-87*	-66*	-97*	-100*
COc1ccc(/C=C2\CCCC3=C2N=C2SC=NN2C3c2ccc(OC)cc2)cc1 (centres undefined)	99	103	99	95	108	110	100	106
Cn1c(=O)[nH]c(=O)c2nc(CC(O)c3ccccc3)c(=O)[nH]c21 (centres undefined)	100	98	106	101	100	104	97	101
Cc1cc(N=C2NC(=O)/C(=C/c3ccc([N+](=O)[O-])cc3)S2)no1	.	89	43	83	85	.	54	68
CNC1(C#N)CCCCC1	121	97	104	126	103	114	96	108
CS(=O)(=O)c1nccc(-c2c(-c3ccc(O)cc3)nc3sccn23)n1	98	91	88	70	113	118	92	111
OC(c1ccccc1)(c1ccccc1)c1ccccc1-c1ccccc1	96	94	70	108	103	104	87	109
COc1ccccc1NS(=O)(=O)c1cccc(C(=O)Nc2ccc(Br)cc2)c1	-32*	74	21	35	58	37	42	63
COc1ccc2c3c1O[C@H]1C[C@@H](O)C=C[C@@]31CCN(C)C2	107	113	111	101	.	103	98	111
C/C(=C(/c1ccccc1)c1ccc(N2C(=O)c3cccc4c(N5CCN(c6ccccc6)CC5)ccc(c34)C2=O)cc1)c1ccccc1	100	89	91	105	97	97	.	100
C=C1C(=O)O[C@@H]2[C@@H]3O[C@@](C)(CC/C=C(\C)CCC[C@@H]2C)[C@H](O)C[C@@H]13	48	72	51	19	.	19	44	80
CC(=O)OC(OC(C)=O)c1ccc([N+](=O)[O-])cc1	99	103	89	95	106	95	100	103
COc1cc(-c2cc(/C=C/C(=O)c3ccc(N)cc3)[nH]n2)cc(OC)c1OC	12	19	5.1*	6.1*	29	-29*	-52*	6.6*
Cc1oc2nc[nH]c(=O)c2c1C(=O)/C=C/c1ccc(Cl)cc1Cl	82	102	.	57	91	74	52	89
CC(=O)Nc1ccc(C)c(Nc2cc(-c3ccc(-n4cccn4)cc3)[nH]n2)c1	54	42	53	-26*	3.8*	30	60	61
CN(C)CCOc1ccccc1Cc1ccc(Br)cc1	79	83	70	108	107	88	87	100
COc1ccccc1OCC(O)CN1CCN(CC(=O)Nc2c(C)cccc2C)CC1 (centres undefined)	98	92	98	106	97	92	99	106
CC(C(=O)O)S(=O)(=O)Cc1ccccc1 (centres undefined)	101	108	104	100	121	106	101	108
CCOC(=O)c1[nH]c(CN)c(C(=O)OCC)c1C	89	80	97	43	95	.	94	89
O=C(O)CC(Cl)C(Cl)CC(=O)O (centres undefined)	108	115	100	94	107	97	94	107
O=C(OCc1ccc2c(Cl)cc(Cl)c(O)c2n1)OCc1ccc2c(Cl)cc(Cl)c(O)c2n1	92	91	78	87	84	94	60	87
CCCCCC[C@H]([C@H](C)O)n1cnc2c(N)ncnc21	97	83	89	97	112	90	94	.
COc1cc(CN2CCO[C@H](COc3cccc(F)c3)C2)ccc1Cl	38	52	28	29	31	50	51	.
COc1cccc(/C=C2\Oc3cc(OCCCN4CCCC4)ccc3C2=O)c1OC	.	94	97	99	105	88	89	105
COC(=O)[C@H]1O[C@@H](n2cnc3c(=O)[nH]c(N)nc32)[C@H](O)[C@@H]1O	101	105	104	100	109	106	98	107
Cc1cc(O)c(C(=O)c2cc(-c3ccc([N+](=O)[O-])cc3)c(=O)n(NC(=O)OC(C)(C)C)c2)cc1C	91	75	74	94	104	79	72	109
Cc1cc(=O)n2nc(SCc3nnc4n(Cc5ccccc5)c(=O)c5c6c(sc5n34)CCCC6)sc2n1	97	84	59	98	103	98	87	118
COc1cc(/C=C2\C(=O)N(CCOc3cc(O)c4c(=O)cc(-c5ccccc5)oc4c3)c3ccccc32)cc(OC)c1O	68	45	65	-40*	74	51	37	84
Cc1ccc(S(N)(=O)=O)cc1S(N)(=O)=O	106	90	112	102	105	112	96	107
CCn1c(C2=C(c3c(O)c4ccccc4c(=O)n3CC)C(=O)c3ccccc3C2=O)c(O)c2ccccc2c1=O	101	107	96	102	114	106	94	104
O=C(Nc1ccc2[nH]ncc2c1)c1csc(Nc2ccccc2)n1	12	38	37	-12*	30	62	41	64
CC(C(=O)c1cccs1)C(=O)C(F)(F)F (centres undefined)	111	112	105	101	113	120	95	110
CC1=CC(O)(C2(O)C=C(C)CC(C)(C)C2)CC(C)(C)C1 (centres undefined)	.	109	97	109	115	102	102	118
Cc1c(-c2csc(N)n2)nnn1-c1ccc([N+](=O)[O-])cc1	109	106	93	109	96	86	102	114
O=C1CNN=C(CCC(=O)c2nc3ccccc3[nH]2)N1	97	.	89	103	101	87	92	118
N#Cc1c(-c2ccc(Cl)cc2)n(O)c2ccccc12	-57*	-22*	13	2.6*	8.2*	0.7*	24	16
CC(O)C(=O)N(C)c1ccccc1 (centres undefined)	110	114	108	108	105	114	107	121
CCOC(=O)/C=C1\S/C(=N\Nc2cc(=O)[nH]c3ccc(Br)cc23)N(c2ccccc2)C1=O	98	75	7.6*	94	99	75	91	95
CCCSc1ncnc2[nH]ncc12	105	.	95	111	101	100	100	113
CCOC(=O)Nc1ccc2c(c1)Cc1cc([N+](=O)[O-])ccc1-2	75	56	84	83	98	77	88	88
Cc1nc(Nc2ccccn2)sc1C1=NNC(c2ccccc2F)C1 (centres undefined)	49	88	33	-18*	62	36	31	66
O=[N+]([O-])c1ccc(/C=C/C=C/c2ccc(Cl)cc2Cl)cc1	102	93	72	91	77	102	102	95
Cc1sc2c(c1C)c(=O)nc1c(C#N)n[nH]n12	97	87	85	98	102	98	97	110
O=C(CCc1nc2c(=O)[nH]c(=S)[nH]c2[nH]c1=O)Nc1ccc(C(=O)O)cc1	97	113	102	105	109	112	100	110
O=C(NCc1cccnc1)c1sc2cc([N+](=O)[O-])ccc2c1Cl	97	93	84	95	.	98	102	110
O=c1ccn(C2OC(CO)C(O)C2Cl)c(=O)[nH]1 (centres undefined)	100	105	96	108	106	99	90	104
CCC(=O)N(C)C1(C#N)CCCCC1	104	105	93	111	116	111	97	122

# (continued)
molecule	SK-MEL-5	HS 578T	T-47D	MDA-MB-435	SK-MEL-2	BT-549	LOX IMVI	SK-MEL-28
N#CC(Cc1ccccc1)C(=O)O (centres undefined)	98	102	89	109	113	99	96	110
CCCCNC(=O)c1[nH]cc(-c2ccccc2)c1-c1cc(OC)c2c(c1OC)OCO2	95	89	76	101	96	97	89	99
Oc1ccc(Cl)c(Nc2ncnc3c2cnn3CC(Cl)c2ccc(Br)cc2)c1 (centres undefined)	49	-18*	33	58	85	.	0.7*	78
COC(=O)C1=C(C(C)=O)C(c2ccccc2)C(C#N)=C(N)O1 (centres undefined)	111	103	.	106	105	96	97	108
CCOC(=O)c1c[nH]c2cc(C(F)(F)F)ccc2c1=O	93	95	96	99	107	102	96	98
Nc1[nH]c(=S)ncc1Oc1ccc(Cl)cc1Cl	102	103	112	114	103	.	102	99
Cc1nn(-c2ccccc2)c(N)c1N=C1NC(=O)/C(=C/c2ccc(C(F)(F)F)cc2)S1	91	81	67	54	98	77	85	97
O=C(O)c1c(Cl)cccc1Nc1ccccc1	.	91	104	110	111	108	111	105
CN1CCN(CC#CCOC(=O)[C@]2(C)CC[C@]3(C)CC[C@]4(C)C(=CC[C@@H]5[C@@]6(C)CCC(=O)C(C)(C)[C@@H]6CC[C@]54C)[C@@H]3C2)CC1	97	101	84	105	91	101	99	101
COc1ccc(Nc2c(Nc3ccc(OC)cc3)c(=O)c2=O)cc1	100	95	98	101	100	118	98	99
O=c1c2cccc3c(Nc4c(F)cccc4F)ccc(c32)c2nc3ccccc3n12	82	110	53	111	.	99	87	109
Cc1nc2cc(Nc3nc(Nc4ccc(F)cc4)nc(-c4ccccc4)n3)ccc2n1Cc1ccccc1	86	80	45	60	75	95	88	94
O=C(O)CCCOc1ccccc1	101	102	93	108	100	111	99	106
COc1cc(-c2nc(-c3nnc(-c4ccc(OC(F)(F)F)cc4)o3)c3ccccn23)cc(OC)c1OC	73	89	39	89	71	89	61	96
O=C(NCc1ccc(Cn2c(=O)sn(-c3ccccc3)c2=O)cc1)OCc1ccc2c(Br)cc(Br)c(O)c2n1	-97*	-2.0*	-50*	-78*	-52*	.	-92*	-70*
CC(=O)Nc1ccc(NC(=O)c2ccc3noc(-c4ccccc4)c3c2)cc1	94	103	74	85	101	101	96	106
CC1=C2CCCCC2COC1=O (centres undefined)	100	108	110	95	102	116	104	103
